CBFb-RUNX1 inh = inhibitors of human CBF-beta and RUNX1 interaction; AlphaScreen CBFb-His/RUNX1-biotin binding, biochemical; Potency, µM (top dose mostly 59.8 µM), inactives show top-dose activity, negative = inhibition, most hits filed as inhibitors; 230,000 tested, under 10 active; AID 1477; also: % of control where 0% means no effect
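AlphaScreen proximity signal reports loss of binding between His-tagged CBF-beta and biotin-labelled RUNX1, each at 30 nM. Proteins are pre-associated for 20 minutes, compounds added for 15 minutes, then beads for 90 minutes, all at ambient temperature.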
Epigenetic derep = epigenetic control regulation, reporter derepression. murine LDR cells, GFP reporter derepression, 30 h. actives 0.2% (n = 280,000). Potency, µM (doses to about 53.9 µM), for inactives: at the highest dose GFP activation, hits mostly activators; also: potency is read from the fitted curve at half-maximal effect; % of control where 0% means no effect; nearly all actives have a fitted effect of over 60% in size
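In this reporter-derepression format, murine cells bearing a silenced integrated CMV-GFP locus incubate with test compound (30 h, 37 C), then are washed and imaged; fluorescent objects of 20–120 um count as induced cells.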
Tau FP inhib = tau fibrillization inhibition (FP); Potency, µM (doses to about 57.7 µM), without a hit: top-dose activity, negative = inhibition, actives largely listed as inhibitors; K18 P301L tau heparin fibrillization, Alexa594 FP, 6 h; AID 1468; actives 0.39% (n = 280,000); P10636; also: potency is read from the fitted curve at half-maximal effect; % is scaled to controls: 0 for no effect and ±100 for the full control effect; nearly all actives have a fitted effect of over 55% in size
Target sequence (P10636 561-689 P618L limits assumed): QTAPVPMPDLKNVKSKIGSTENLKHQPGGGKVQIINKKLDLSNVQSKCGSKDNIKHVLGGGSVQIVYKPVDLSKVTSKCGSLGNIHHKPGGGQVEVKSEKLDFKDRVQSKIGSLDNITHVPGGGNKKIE
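FP of Alexa 594-tau after heparin (20 uM) induction. Substrate: human K18 P301L, 15 uM unlabeled, 0.24 uM labeled. Buffer 100 mM sodium acetate pH 7. 6 hr, 37 C.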
TexasRed fluor = counter-screen for TRb-SRC2 inhibitors: fluorescence interference | TRb/SRC2 Texas Red total fluorescence interference | Potency, µM (titrated, usually from 106 µM), for inactives: top-dose fluorescence change, negative = quenching | actives 0.29% (n = 280,000) | AID 1479; active = well fitted curve in either direction with a large enough effect; inconclusive = small, poorly fitted or top-dose-only effect; also: potency is read from the fitted curve at half-maximal effect; % is scaled to controls: 0 for no effect and ±100 for the full control effect
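Flags fluorescent or light-absorbing compounds by total fluorescence, S + 2P, at 555 nm excitation and 632 nm emission. Mixture: 20 nM Texas Red SRC2 peptide, 0.6 uM human TRb LBD, 1 uM T3, 5% DMSO; compound exposure 5 h at ambient temperature.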
aGal spleen mod = alpha-galactosidase A (human) modulation | P06280 | human spleen homogenate, 4MU-alpha-Gal fluorescence, 40 min | Potency, µM (highest dose often 80 µM), for the others: at the highest dose activity change, negative = inhibition, hits mostly inhibitors | actives 0.008% (n = 240,000);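 also: potency is read from the fitted curve at half-maximal effect; 0% = enzyme with vehicle and -100% = no enzyme basal signal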
Target sequence (P06280 32-429 limits assumed): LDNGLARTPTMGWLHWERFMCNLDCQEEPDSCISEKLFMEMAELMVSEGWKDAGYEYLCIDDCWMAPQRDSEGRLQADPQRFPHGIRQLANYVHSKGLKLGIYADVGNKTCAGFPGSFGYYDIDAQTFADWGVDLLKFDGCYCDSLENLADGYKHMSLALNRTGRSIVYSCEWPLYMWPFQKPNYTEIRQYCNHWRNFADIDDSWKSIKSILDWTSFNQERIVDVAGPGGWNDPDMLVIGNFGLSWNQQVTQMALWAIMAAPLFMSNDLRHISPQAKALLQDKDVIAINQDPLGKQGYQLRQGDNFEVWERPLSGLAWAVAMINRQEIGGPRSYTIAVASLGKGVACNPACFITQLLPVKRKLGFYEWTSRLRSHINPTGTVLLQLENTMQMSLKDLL
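Fluorogenic readout (Ex 365/Em 440 nm) of 4-methylumbelliferone released from 1 mM 4-MU-alpha-galactoside by spleen homogenate, 40 min at 37C, pH 5.0. Data normalized to no-enzyme and enzyme controls; Hill-equation AC50 from compound titrations.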
Tau fluor cs = counter-screen for tau fibril formation inhibitors | tau K18 P301L Alexa594 fluorescence, heparin fibrillization | Potency, µM (highest dose often 57.7 µM), without a hit: at the highest dose activity change, negative = decrease | actives 0.93% (n = 280,000) | AID 1463; also: potency is read from the fitted curve at half-maximal effect; % is scaled to controls: 0 for no effect and ±100 for the full control effect; nearly all actives have a fitted effect of over 55% in size
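Human tau K18 P301L (15 uM unlabeled, 0.24 uM Alexa 594-labeled) in 100 mM sodium acetate pH 7 with 20 uM heparin, 6 hr at 37 C. ThT 30 uM added, 1 hr ambient; Alexa 594 FP and total fluorescence read at 555/632 nm.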
TRb SRC2 PPI = disrupts binding of human TR beta to SRC2; P10828; TRbeta-SRC2 peptide binding, fluorescence polarization; receptor liganded with 1 µM T3; Potency, µM (highest dose often 106 µM), for inactives: top-dose activity change, negative = inhibition, most hits filed as inhibitors; actives 0.065% (n = 280,000); AID 1469;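 also: potency is read from the fitted curve at half-maximal effect; plate controls were bound peptide for no effect and peptide without receptor for full effect; nearly all actives have a fitted effect of over 50% in size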
Target sequence (P10828 whole entry, looked up): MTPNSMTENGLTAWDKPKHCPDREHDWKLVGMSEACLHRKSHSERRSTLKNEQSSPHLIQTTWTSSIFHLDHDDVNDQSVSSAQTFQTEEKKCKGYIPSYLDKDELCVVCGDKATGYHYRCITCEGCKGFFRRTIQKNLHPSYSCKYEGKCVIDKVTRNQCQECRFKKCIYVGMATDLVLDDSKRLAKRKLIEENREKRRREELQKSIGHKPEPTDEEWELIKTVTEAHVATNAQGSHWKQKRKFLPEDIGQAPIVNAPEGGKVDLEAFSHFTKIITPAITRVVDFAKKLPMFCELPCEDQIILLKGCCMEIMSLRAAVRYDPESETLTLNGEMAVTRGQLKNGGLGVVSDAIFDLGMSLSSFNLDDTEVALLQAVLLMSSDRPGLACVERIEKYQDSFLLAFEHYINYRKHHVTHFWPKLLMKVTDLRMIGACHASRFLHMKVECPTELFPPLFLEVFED
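Assay buffer: 20 mM Tris-HCl, 100 mM NaCl, 10% glycerol, 1 mM EDTA, 0.01% NP-40, 1 mM DTT, 1 uM T3, 5% DMSO; TRb LBD 0.6 uM, Texas Red SRC2 20 nM; FP after 5 hr.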
NPSR antagonist = antagonists of human neuropeptide S receptor cAMP signaling; Q6W5P4; Potency, µM (series often up to 38.3 µM), inactives show top-dose activity change, negative = inhibition, usual class: inhibitors; CHO-NPSR cells, cAMP TR-FRET, antagonist mode; actives 1% (n = 220,000); also: potency is read from the fitted curve at half-maximal effect; % is scaled to controls: 0 for no effect and ±100 for the full control effect; nearly all actives have a fitted effect of over 50% in size; many of its hits are not listed in these tables
An asterisk follows results filed as active; [ ] = another dose, or the depositor's remark. Unless noted, calls follow the shape of the dose curve; as a rule, active = well fitted curve in the direction sought with a large enough effect; inconclusive = small, poorly fitted or top-dose-only effect, or another doubt; inactive = no such curve, though single readings can be large; an effect the other way counts as inactive or inconclusive.

Results for O=c1c(C(c2ccc(Br)cc2)c2c(O)nc3n(c2=O)CCS3)c(O)nc2n1CCS2 ?
CBFb-RUNX1 inh: 10%; Epigenetic derep: 0.0%; Tau FP inhib: inconclusive; TexasRed fluor: -2%; aGal spleen mod: -2%; Tau fluor cs: -20%; TRb SRC2 PPI: 0%; NPSR antagonist: -2%

What do the screens show for `Cc1ccc(NC(=O)CSc2nnc(CCNC(=O)OC(C)(C)C)o2)c(C)c1`?
CBFb-RUNX1 inh: 7%; Epigenetic derep: -1.7%; Tau FP inhib: -8%; TexasRed fluor: 0%; aGal spleen mod: 6%; Tau fluor cs: -4%; TRb SRC2 PPI: -8%; NPSR antagonist: -9%[46.1 µM]

What do the screens show for `Cc1cccc(N2CCN(C(=O)CN3CCOc4ccccc43)CC2C)c1` (stereo unspecified)?
CBFb-RUNX1 inh: -9%; Epigenetic derep: -1.0%; Tau FP inhib: 8%; TexasRed fluor: -2%; aGal spleen mod: -3%; Tau fluor cs: -24%; TRb SRC2 PPI: 3%; NPSR antagonist: -12%[46.1 µM]

Results for COC(=O)CN1C(=O)[C@@H]2[C@H](C1=O)[C@@H]1CC(C(=O)OC)=C[C@@H](C(=O)OC)C3C1=C(C(=O)C31CCCCC1)[C@@H]2C (stereo partly specified) ?
CBFb-RUNX1 inh: -6%; TexasRed fluor: -3%; aGal spleen mod: 14%; TRb SRC2 PPI: 0%

How did Cc1ccc(NC(=O)CN2CCCN(S(=O)(=O)c3ccc(Br)s3)CC2)cc1 do in these assays?
CBFb-RUNX1 inh: 1%; Epigenetic derep: 4.2%; Tau FP inhib: 7%; TexasRed fluor: -11%; aGal spleen mod: 4%; Tau fluor cs: -27%; TRb SRC2 PPI: 3%; NPSR antagonist: inconclusive

How did CNC(=O)COC(=O)c1ccc(-c2nc3ccccc3s2)s1 do in these assays?
CBFb-RUNX1 inh: 1%; Epigenetic derep: 0.0%; Tau FP inhib: 2%; TexasRed fluor: -2%; aGal spleen mod: -12%; Tau fluor cs: -10%; TRb SRC2 PPI: -2%; NPSR antagonist: -4%[46.1 µM]

How did CCCCN(CC)CCNc1c(NC2CCN(C(=O)OCC)CC2)c(=O)c1=O do in these assays?
CBFb-RUNX1 inh: 2%; Epigenetic derep: -2.5%; Tau FP inhib: 1%; TexasRed fluor: -3%; aGal spleen mod: -14%; Tau fluor cs: -3%; TRb SRC2 PPI: -9%; NPSR antagonist: 5%[46.1 µM]

How did COc1ccc(C(=O)n2nnc3ccccc32)cc1OC do in these assays?
CBFb-RUNX1 inh: 5%; Epigenetic derep: 2.0%; Tau FP inhib: 9%; TexasRed fluor: -5%; aGal spleen mod: 4%; Tau fluor cs: 8%; TRb SRC2 PPI: -3%; NPSR antagonist: -23%

Results for Cc1cc(C(=O)CN2C(=O)NC(C)(c3ccccc3)C2=O)c(C)n1CC1CCCO1 (stereo unspecified) ?
CBFb-RUNX1 inh: -4%; Epigenetic derep: 1.0%; Tau FP inhib: 5%; TexasRed fluor: 9%; aGal spleen mod: -20%; Tau fluor cs: 0%; TRb SRC2 PPI: -2%; NPSR antagonist: -10%[46.1 µM]

Results for CCOCCCn1c(=N)c(S(=O)(=O)c2ccc(C)cc2)cc2c(=O)n3ccccc3nc21 ?
Epigenetic derep: 1.8%; Tau FP inhib: -11%; TexasRed fluor: -4%; Tau fluor cs: -17%; TRb SRC2 PPI: 9%

What do the screens show for `Cc1cc(C)c(NC(=O)CSC2=Nc3ccccc3C3=NC(CC(=O)NCc4cccs4)C(=O)N23)c(C)c1` (stereo unspecified)?
Epigenetic derep: 0.0%; Tau FP inhib: -12%; TexasRed fluor: -2%; Tau fluor cs: -17%; TRb SRC2 PPI: -6%

What do the screens show for `COc1ccc(NC(=S)N(CCCN2CCOCC2)Cc2ccccn2)cc1`?
CBFb-RUNX1 inh: 10%; Epigenetic derep: -2.0%; Tau FP inhib: 3%; TexasRed fluor: -5%; aGal spleen mod: -11%; Tau fluor cs: -3%; TRb SRC2 PPI: -6%; NPSR antagonist: 2%

Results for CC(NC(=O)/C(C#N)=C/c1cn[nH]c1-c1ccccc1)c1ccccc1 (stereo unspecified) ?
CBFb-RUNX1 inh: 2%; Epigenetic derep: -4.0%; Tau FP inhib: inconclusive; TexasRed fluor: -4%; aGal spleen mod: 6%; Tau fluor cs: inconclusive; TRb SRC2 PPI: -3%; NPSR antagonist: -27%[46.1 µM]

What do the screens show for `COC(=O)c1cccc(NC(=O)CCc2cc(OC)c(OC)c(OC)c2)c1`?
CBFb-RUNX1 inh: -3%; Epigenetic derep: 1.1%; Tau FP inhib: -8%; TexasRed fluor: -1%; aGal spleen mod: 6%; Tau fluor cs: -4%; TRb SRC2 PPI: -3%; NPSR antagonist: 25%

How did CCOc1ccccc1NC(=O)CCCn1cc([N+](=O)[O-])cn1 do in these assays?
CBFb-RUNX1 inh: -4%; Epigenetic derep: 4.5%; Tau FP inhib: -3%; TexasRed fluor: -2%; aGal spleen mod: 1%; Tau fluor cs: 7%; TRb SRC2 PPI: 0%; NPSR antagonist: 4%

Results for COC(=O)C1=C[C@@H](C(=O)OC)C2C3=C(C(=O)[C@]2(C)NC(=O)c2ccccc2)[C@H](C)n2c(=O)n(C)c(=O)n2[C@@H]3C1 (stereo partly specified) ?
CBFb-RUNX1 inh: 27%; TexasRed fluor: -3%; aGal spleen mod: 8%; TRb SRC2 PPI: 4%

Results for CC(=O)Nc1nonc1-c1nc2ccccc2n1CC1CC1 ?
CBFb-RUNX1 inh: 9%; Epigenetic derep: -1.0%; Tau FP inhib: 1%; TexasRed fluor: 0%; aGal spleen mod: 1%; Tau fluor cs: 6%; TRb SRC2 PPI: -5%; NPSR antagonist: -17%[46.1 µM]

How did CCOC(=O)c1c(NC(=S)NC)sc2c1CCCC2 do in these assays?
CBFb-RUNX1 inh: 1%; Epigenetic derep: 0.1%; Tau FP inhib: 3%; TexasRed fluor: 0%; aGal spleen mod: -8%; Tau fluor cs: -23%; TRb SRC2 PPI: 8%; NPSR antagonist: 29%

What do the screens show for `Cc1[nH]c2ccccc2c1C(C[N+](=O)[O-])c1ccco1` (stereo unspecified)?
CBFb-RUNX1 inh: -11%; Epigenetic derep: -0.1%; Tau FP inhib: -3%; TexasRed fluor: -3%; aGal spleen mod: -8%; Tau fluor cs: inconclusive; TRb SRC2 PPI: 2%; NPSR antagonist: -25%

How did Cn1c(CNC(=O)CSc2n[nH]c(-c3ccccc3)n2)nc2ccccc21 do in these assays?
Epigenetic derep: 3.2%; Tau FP inhib: -3%; TexasRed fluor: -2%; Tau fluor cs: -4%; TRb SRC2 PPI: 6%

Reprinted from the part before: three entries, followed by the next part.
How did CCOC(=O)c1c(NC(=S)NC)sc2c1CCCC2 do in these assays?
CBFb-RUNX1 inh: 1%; Epigenetic derep: 0.1%; Tau FP inhib: 3%; TexasRed fluor: 0%; aGal spleen mod: -8%; Tau fluor cs: -23%; TRb SRC2 PPI: 8%; NPSR antagonist: 29%

What do the screens show for `Cc1[nH]c2ccccc2c1C(C[N+](=O)[O-])c1ccco1` (stereo unspecified)?
CBFb-RUNX1 inh: -11%; Epigenetic derep: -0.1%; Tau FP inhib: -3%; TexasRed fluor: -3%; aGal spleen mod: -8%; Tau fluor cs: inconclusive; TRb SRC2 PPI: 2%; NPSR antagonist: -25%

How did Cn1c(CNC(=O)CSc2n[nH]c(-c3ccccc3)n2)nc2ccccc21 do in these assays?
Epigenetic derep: 3.2%; Tau FP inhib: -3%; TexasRed fluor: -2%; Tau fluor cs: -4%; TRb SRC2 PPI: 6%

What do the screens show for `Cc1ccc(S(=O)(=O)c2nnn3c2nc(NCc2ccccc2)c2sccc23)cc1`?
Epigenetic derep: 2.5%; Tau FP inhib: inconclusive; TexasRed fluor: 0%; Tau fluor cs: -8%; TRb SRC2 PPI: 5%

How did CC1(C)OC(=O)C(=CNC(CCC(N)=O)C(=O)O)C(=O)O1 (stereo unspecified) do in these assays?
CBFb-RUNX1 inh: 3%; Epigenetic derep: -0.2%; Tau FP inhib: 2%; TexasRed fluor: -3%; aGal spleen mod: 1%; Tau fluor cs: -1%; TRb SRC2 PPI: -12%; NPSR antagonist: -10%[46.1 µM]

How did CCCN1C2CCCC1CC(NC(=O)c1ccccc1OCC)C2 (stereo unspecified) do in these assays?
CBFb-RUNX1 inh: 0%; Epigenetic derep: -0.2%; Tau FP inhib: -2%; TexasRed fluor: 0%; aGal spleen mod: -1%; Tau fluor cs: 2%; TRb SRC2 PPI: 1%; NPSR antagonist: 5%[46.1 µM]

What do the screens show for `O=c1[nH]c2ccccc2nc1C(F)(F)F`?
CBFb-RUNX1 inh: -3%; Epigenetic derep: 1.9%; Tau FP inhib: 0%; TexasRed fluor: -2%; aGal spleen mod: 9%; Tau fluor cs: 15%; TRb SRC2 PPI: 7%; NPSR antagonist: -14%

How did CCOc1cc(C)c(Cl)cc1S(=O)(=O)N(C)C do in these assays?
CBFb-RUNX1 inh: 12%; Epigenetic derep: -9.5%; Tau FP inhib: inconclusive; TexasRed fluor: 2%; aGal spleen mod: -1%; Tau fluor cs: 6%; TRb SRC2 PPI: -6%; NPSR antagonist: 2%[46.1 µM]

Results for CC(C)=CCCC1=CCC(/C(C)=N/NC(N)=O)CC1 (stereo unspecified) ?
CBFb-RUNX1 inh: 5%; Epigenetic derep: -1.0%; Tau FP inhib: inconclusive; TexasRed fluor: -3%; aGal spleen mod: 8%; Tau fluor cs: inconclusive; TRb SRC2 PPI: -6%; NPSR antagonist: 7%[46.1 µM]

Results for O=C(CSc1nnnn1-c1ccccc1)Nc1ncc2c(n1)CC(c1ccco1)CC2=O (stereo unspecified) ?
CBFb-RUNX1 inh: -11%; Epigenetic derep: -1.1%; Tau FP inhib: 7%; TexasRed fluor: -3%; aGal spleen mod: -8%; Tau fluor cs: -15%; TRb SRC2 PPI: -10%; NPSR antagonist: -20%[46.1 µM]

Source: PubChem

Only part of the results is shown; count on the stated rates, not on these rows.
